TDP2 inh – blocks human TDP2 phosphodiesterase activity | O95551 | 370,000 tested, 0.34% active | recombinant TDP2, T5PNP hydrolysis, p-nitrophenol absorbance 415 nm | inhibition, % at 12.8 µM;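 active means inhibition above the mean of all tested compounds plus 3 SD, set per campaign, cut at about 25% in these data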;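 further: 0% = DMSO with enzyme and 100% = buffer with substrate but no TDP2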
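Evaluation: % inhibition relative to enzyme-containing and enzyme-free wells. Material: recombinant human TDP2. Benchmarks: enzyme-free and DMSO wells. Timing: enzyme reaction with compound for 2 h at 37 °C. Compound dosing: 12.8 µM only. Measured by: p-Nitrophenol epi absorbance. Reagent: T5PNP substrate at 5 mM, a TopII-DNA adduct mimic. Replication: single well per compound.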
HTRA1 inhibitor – HTRA1 (human) protease inhibition | recombinant HTRA1, FP-rhodamine activity-based probe, fluorescence polarization | AID 504803 | 340,000 tested, 0.5% active | inhibition, % at 5.96 µM; in the data active means inhibition above about 36%;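 further: 0% = enzyme with DMSO and 100% = wells lacking enzyme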
PG9 binder – small molecules binding HIV-1 gp120 antibody PG9; TR-FRET gp120-PG9 antibody binding; inhibition, % at 6.7 µM; 360,000 tested, 0.43% active; AID 624416; in the data active means inhibition above about 8.5%
TCR-CD3 inh – blocks the human TCR-CD3 interaction. 360,000 tested, 0.37% active. TAMRA-labeled TCR probe fluorescence, biochemical. inhibition, % at 9.4 µM; in the data active means inhibition above about 19%;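 further: recombinant mutant TCR 2C K166C tagged with TAMRA read by polarization; 0% = receptor in buffer alone and 100% = receptor with positive control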
Rev-erbA mod – modulates human Rev-erb alpha binding to DNA; activity, % at 10 µM; 370,000 tested, 0.79% active; P20393; Rev-erbα–FITC-DNA binding, fluorescence polarization, 90 min;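 active means activity above about 14%, limit read from the data; passing the limit was not always enough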;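 further: 0% = DMSO wells with 35 nM protein and 100% = DMSO wells with 750 nM protein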
ABHD4 inh – inhibits mouse alpha/beta hydrolase domain 4 | Q8VD66 | purified mABHD4, FP-Rh probe fluorescence polarization | inhibition, % at 8.92 µM | 370,000 tested, 0.54% active;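 active means inhibition exceeding the mean over every tested compound plus 3 SD, cut at about 30% in these data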;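 further: 0% = plate median of compound wells and 100% = S159A mutant with DMSO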
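Assay system: mABHD4 protein; medium: HEPES pH 7.0, NaCl, Pluronic buffer; dosing: 8.92 µM, single dose; schedule: 45 min + 60 min at 25 °C; signal: FP readout, ex 525 nm / em 598 nm; read-out: normalized percent inhibition of probe labeling; repeats: single replicate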
PRMT1 FP inh – PRMT1 (human) inhibition, primary screen | recombinant PRMT1, activity-based probe fluorescence polarization | inhibition, % at 2.79 µM | 370,000 tested, 1.3% active | AID 652257;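 active means inhibition above about 21% made by adding two undisclosed values, limit read from the data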
Target sequence (Q99873 whole entry, looked up): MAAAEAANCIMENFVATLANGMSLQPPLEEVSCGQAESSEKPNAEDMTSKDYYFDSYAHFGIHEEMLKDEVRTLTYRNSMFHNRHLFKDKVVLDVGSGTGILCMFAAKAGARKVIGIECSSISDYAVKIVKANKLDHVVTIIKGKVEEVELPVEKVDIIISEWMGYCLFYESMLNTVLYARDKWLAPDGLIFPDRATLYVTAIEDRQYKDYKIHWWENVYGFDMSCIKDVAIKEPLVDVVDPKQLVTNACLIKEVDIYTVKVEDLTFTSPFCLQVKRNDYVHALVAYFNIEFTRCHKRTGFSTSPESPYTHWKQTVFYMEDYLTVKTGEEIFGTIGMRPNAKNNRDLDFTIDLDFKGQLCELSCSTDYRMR
rCAG binder – binds r(CAG) RNA repeats; 370,000 tested, 1.3% active; r(CAG) RNA repeat, TO-PRO-1 dye displacement fluorescence; inhibition, % at 3 µM;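 active means inhibition above the plate cutoff, the mean of all test compounds on that plate plus 3 SD, cut at about 35% in these data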;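 further: 0% = DMSO alone and 100% = 100 µM mitoxantrone as full dye displacement; higher means more dye released from RNA so lower well fluorescence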
SIAE inh – inhibitors of human sialic acid acetylesterase SIAE. AID 1053197. SIAE FP-Rh probe binding, fluorescence polarization. inhibition, % at 9.66 µM. Q9HAT2. 370,000 tested, 0.69% active;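 active means inhibition above a cutoff: mean of compounds within the control limits plus 3 SD of those, cut at about 17% in these data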;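 further: 0% = plate median of compound wells and 100% = probe without SIAE protein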
Target sequence (Q9HAT2 whole entry, looked up): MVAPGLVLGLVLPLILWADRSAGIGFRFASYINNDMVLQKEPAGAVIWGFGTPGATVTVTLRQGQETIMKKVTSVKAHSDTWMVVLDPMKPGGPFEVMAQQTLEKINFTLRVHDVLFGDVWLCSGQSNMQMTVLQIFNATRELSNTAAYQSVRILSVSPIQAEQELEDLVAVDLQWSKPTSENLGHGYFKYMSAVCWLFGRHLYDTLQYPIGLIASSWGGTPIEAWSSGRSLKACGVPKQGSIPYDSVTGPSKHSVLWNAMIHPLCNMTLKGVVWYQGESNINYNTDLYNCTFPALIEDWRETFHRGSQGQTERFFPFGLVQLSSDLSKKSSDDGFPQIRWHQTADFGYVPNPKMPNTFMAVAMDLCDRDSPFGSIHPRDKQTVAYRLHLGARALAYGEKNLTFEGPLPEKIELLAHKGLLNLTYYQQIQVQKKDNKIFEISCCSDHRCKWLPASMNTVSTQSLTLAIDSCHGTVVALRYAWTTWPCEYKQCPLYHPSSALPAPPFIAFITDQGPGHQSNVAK
LEDGF integ inh – blocks HIV-1 LEDGF/p75-dependent DNA integration; inhibition, % at 3.7 µM; 370,000 tested, 0.64% active; TR-FRET IN-LEDGF/p75 DNA integration, Eu/Cy5;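 active means inhibition above the screen-wide mean plus 3 SD, cut at about 13% in these data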;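 further: signal is the Cy5 over europium emission ratio at 671 and 618 nm; 0% = plate median of compound wells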
Active calls of the source: *; . = no result given.

SMILES	TDP2 inh	HTRA1 inhibitor	PG9 binder	TCR-CD3 inh	Rev-erbA mod	ABHD4 inh	PRMT1 FP inh	rCAG binder	SIAE inh	LEDGF integ inh
CCOC(=O)/C=c1\s/c(=C(\C#N)C(=O)NC)n(-c2ccccc2)c1=O	-4	0	-2.0	1	.	-3	0	-4	-1	-1
O=C(CSc1nnc(-c2ccco2)n1Cc1ccccc1)c1ccc(F)cc1	-6	-22	1.9	2	-3	1	4	0	2	-1
CCOc1cc(-c2c(C#N)c(N)nc3c2CCc2ccccc2-3)ccc1O	-4	-43	-0.1	-1	2	-30	0	2	-10	-1
CCCN(C(=O)c1ccc(S(=O)(=O)N2CCCC2)cc1)C1CCS(=O)(=O)C1 (configuration not stated)	-4	-5	-0.5	-1	7	-5	5	0	-2	0
COc1ccc(OCc2nnc(SCC(=O)N3c4ccccc4Sc4ccc(Cl)cc43)o2)cc1	-8	-9	1.1	1	7	0	2	4	-11	-2
COc1cccc(CC(NC(C)=O)C(=O)NC2CCN(S(=O)(=O)c3ccc4ccccc4c3)CC2)c1 (configuration not stated)	-3	-9	0.8	12	3	1	-2	-2	1	-2
CC(C)CN1CCNC(=O)C1CC(=O)NCc1cnn(-c2cccc(F)c2)c1 (configuration not stated)	-6	-8	-0.6	-3	-2	3	3	5	-8	-6
NS(=O)(=O)c1ccc(CCNC(=O)COC(=O)c2cc([N+](=O)[O-])ccc2N2CCOCC2)cc1	-3	-2	0.4	4	-1	4	-2	3	3	-4
C=CCN(CC=C)S(=O)(=O)c1ccc(F)cc1	-3	8	-3.5	-1	-5	6	-3	-2	1	-1
C/C(=N\NC(=O)COc1ccccc1-c1ccccc1)c1cccnc1	11	-10	0.0	2	3	-6	5	-3	-8	1
CCCc1nnc(NC(=O)CCS(=O)(=O)c2ccccc2)s1	3	-1	-1.3	-10	1	0	-1	-2	2	1
COc1ccc(C(=O)N(C)C2(C)CCS(=O)(=O)C2)cc1OC (configuration not stated)	3	2	1.1	1	-1	-7	-1	-1	4	-3
CC1Cc2ccccc2N1C(=O)CCn1cccn1 (configuration not stated)	13	-2	-0.3	3	-3	4	-1	-2	2	1
O=C(Nc1c(F)cc(F)cc1Br)c1cc(-c2ccccc2)on1	-12	-7	-1.8	5	-5	-2	0	0	-8	-6
Cc1oc(-c2ccc(Cl)cc2)nc1CS(=O)CC(=O)NCc1cccs1 (configuration not stated)	-8	-11	0.5	-6	5	2	13	7	-1	-4
C(=C\c1nc(-c2ccncc2)no1)/c1ccccc1	-12	-1	-2.1	4	-2	-3	-1	-3	-2	5
O=C1ON=C(c2ccccc2)/C1=C/c1ccc(O)cc1	-1	3	0.5	-13	-3	2	4	3	-4	-2
O=C(COc1ccccc1)Nc1cccc(-c2ccc(N3CCOCC3)nn2)c1	3	-8	0.5	6	-2	-6	-4	-5	-3	1
Oc1ccc2ccccc2c1CNc1ccccc1	-7	-2	-2.2	7	1	1	7	7	5	0
O=[N+]([O-])c1ccccc1/C=N/OCc1ccccc1	6	-3	0.2	10	1	-1	-1	-1	-3	1
CC(C)c1ccc(NC(=O)CN2CCN(C(=O)C3CCCO3)CC2)cc1 (configuration not stated)	5	-4	0.3	-2	1	-3	-3	-5	-1	4
COc1cccc(CN(C)C(=O)CNC(=O)c2cccs2)c1OC	4	0	-0.2	0	-8	6	-3	-3	-1	0
Cc1nc(NCC2CCCO2)nc2c1C(=O)CC(C)C2 (configuration not stated)	-1	-3	-1.7	-3	-3	-1	-1	-4	-1	-2
Cc1ccc(SCC(=O)OCC(=O)NCCc2ccccc2)cc1	4	7	3.6	-2	2	-3	4	-6	-1	0

Profiles from above. Screens in order: TDP2 inh, HTRA1 inhibitor, PG9 binder, TCR-CD3 inh, Rev-erbA mod, ABHD4 inh, PRMT1 FP inh, rCAG binder, SIAE inh, LEDGF integ inh
O=C(CSc1nnc(-c2ccco2)n1Cc1ccccc1)c1ccc(F)cc1 across the screens: -6, -22, 1.9, 2, -3, 1, 4, 0, 2, -1
O=[N+]([O-])c1ccccc1/C=N/OCc1ccccc1 across the screens: 6, -3, 0.2, 10, 1, -1, -1, -1, -3, 1
C/C(=N\NC(=O)COc1ccccc1-c1ccccc1)c1cccnc1 across the screens: 11, -10, 0.0, 2, 3, -6, 5, -3, -8, 1
COc1ccc(C(=O)N(C)C2(C)CCS(=O)(=O)C2)cc1OC (configuration not stated) across the screens: 3, 2, 1.1, 1, -1, -7, -1, -1, 4, -3

Further entries follow.
SMILES	TDP2 inh	HTRA1 inhibitor	PG9 binder	TCR-CD3 inh	Rev-erbA mod	ABHD4 inh	PRMT1 FP inh	rCAG binder	SIAE inh	LEDGF integ inh
CCOc1ccc(N(CC)S(=O)(=O)c2cccc3nsnc23)cc1	-15	7	-3.3	-1	5	-13	7	-1	-2	-2
O=C(CCN1C(=O)/C(=C\c2ccccc2F)SC1=S)N1CCCCC1	-7	6	0.8	-1	-1	-7	1	0	6	-1
O=C(CNC(=O)C1COc2ccccc2O1)Nc1cc(Cl)ccc1Cl (configuration not stated)	4	-3	1.4	2	3	2	0	-1	9	2
CN(c1ccccc1)S(=O)(=O)c1cccc(NC(=O)c2ccc(=O)[nH]n2)c1	10	-18	-0.2	5	-5	-14	3	10	-25	-3
Cc1cccc(C(=O)Nc2nc3ccc(S(C)(=O)=O)cc3s2)c1	6	-24	34*	4	36*	-5	-1	15	-10	3
COc1cc(OC)cc(C(=O)Nc2nc(CC(=O)NC(C)c3ccccc3)cs2)c1 (configuration not stated)	-10	-33	1.5	2	-2	3	4	2	0	-4
Cc1cc(C(=O)Nc2ccc(F)cc2)c2ccccc2n1	-2	0	0.7	1	10	-5	2	1	-14	-2
COc1ccc(Nc2nccc3c2ncn3C)cc1	1	-5	-3.5	-9	-3	4	2	-2	0	-6
COC(=O)c1sc(S(=O)(=O)Oc2ccccc2NC(C)=O)c(C(=O)OC)c1C	-17	3	0.9	-4	-4	-3	-9	8	-7	3
COc1ccc(C2=NN(C(=O)CSc3ncccn3)C(c3ccc(OC)cc3)C2)cc1 (configuration not stated)	-1	-16	-1.6	3	-3	-16	-1	1	3	-3
CC(C)Cn1c(N2CCN(C(=O)c3cccs3)CC2)nc2ccccc21	-6	-9	0.7	-3	5	5	2	-7	2	-1
O=C(Cc1nnc(NC(=O)Nc2ccc(Cl)cc2)s1)NCc1ccccc1	-5	-24	-1.4	-2	-4	-2	-1	33	-10	-5
CCCc1nc2ccc(Cl)cn2c1Cc1ccccc1	-1	.	-0.1	-2	3	-3	7	4	-7	-1
CC1(C)CC(CCN)(Cc2ccccc2Cl)CCO1 (configuration not stated)	-12	2	0.1	2	-5	-5	2	-2	-6	1
c1ccc(-c2nc3ccccn3c2-c2ccccc2)cc1	-4	-11	-1.1	-3	3	-11	5	-1	0	1
O=C(CSc1ccccc1F)NCC1(N2CCCCC2)CCCCC1	-8	3	-2.3	2	-4	12	-2	2	-2	2
Cc1ccc(S(=O)(=O)N2CCN(C(=O)CCn3nc(C)c(C)c3C)CC2)cc1C	2	5	0.5	4	2	-1	-4	-10	8	-1
CN(C(=O)COC(=O)c1ccccc1Nc1ccccc1)c1c(N)n(Cc2ccccc2)c(=O)[nH]c1=O	-5	-24	-0.2	7	-2	-5	0	7	0	-2
NC(=O)Cn1c(=O)n(Cc2ccco2)c(=O)c2c3c(sc21)CCCCC3	-1	4	0.9	12	-22	4	21*	12	-2	6
Cc1c(CN2CCCC(C(=O)c3cccc(Cl)c3)C2)c(=O)n(-c2ccccc2)n1C (configuration not stated)	-5	-8	1.0	4	0	-2	-3	-7	9	-1
COC(=O)CN1C(=O)CSc2ccc(S(=O)(=O)N3CCC(C)CC3)cc21	-4	.	-1.1	4	0	2	-1	3	6	-2
O=C(Cc1cccs1)N1CCN(c2ccccn2)CC1	0	5	-1.2	-11	3	-16	-1	0	5	-1
O=C(COC(=O)c1ccc2c(c1)OCCO2)Nc1cc(Cl)ccc1Cl	2	-7	-0.3	-2	8	-7	-2	4	-8	0
CCCCOC(=O)c1ccc(NC(=O)C(=O)NCC2CCCO2)cc1 (configuration not stated)	-9	0	0.3	-3	-2	1	1	-1	2	2
CC(C)C(=O)N1CCN(c2ccccc2N)CC1	-4	4	-1.0	-10	4	-2	6	2	3	-1
CCOC(=O)c1cnc(-n2nc(C)cc2C)nc1NCCO	4	0	0.3	-2	-4	2	2	-3	-1	1
CCNC(=O)NC(=O)C(C)OC(=O)c1ccc(-n2nc(SC)sc2=S)cc1 (configuration not stated)	-16	-15	-5.1	-11	4	-5	-5	3	-9	2
COc1ccc(C)cc1S(=O)(=O)N1CCN(C)CC1c1ccccc1 (configuration not stated)	6	1	-1.3	-2	1	-5	1	-2	8	-2
COc1ccc(Nc2sc(C(=O)c3ccc(Cl)cc3)c(N)c2C(=O)Nc2ccccc2OC)cc1	-12	19	-0.1	-6	-2	5	6	23	9	-2
CCNCc1nc2cc(OC)c(OC)cc2c(=O)[nH]1	-3	-7	-1.5	-6	2	1	0	4	4	-3
O=C(c1ccc(Cl)cc1Cl)N1CCSCC1	-8	7	-0.6	-5	0	0	0	-2	2	-1
N#Cc1sc2nc(-c3cccs3)cc(-c3ccc(Cl)cc3)c2c1N	5	-37	4.1	1	6	6	14	12	-13	4
Cc1ccc(S(=O)(=O)N2CCN(C(=O)COC(=O)c3cnc(C)cn3)CC2)c(C)c1	-13	-6	-0.6	-7	-3	-5	-4	1	-4	3
CC1(C)C2CCC1(CS(=O)(=O)N1CCCC1C(=O)O)C(=O)C2 (configuration not stated)	5	-3	0.7	-7	1	-3	4	0	1	4
CCSC1=N/C(=C\C=C2/Oc3ccccc3N2CC)C(=O)S1	9	5	-3.4	-3	50*	0	-11	-9	1	2
O=C(c1cccc(F)c1)N1CCC2(CC1)NCCc1[nH]cnc12	-8	5	-1.1	10	-8	-1	-4	1	-1	-3
O=C(OCCCc1cc2ccccc2c(=O)o1)N1CCOCC1	6	-9	-1.1	0	5	4	0	-5	4	-2
O=C(COC(=O)c1ccc([N+](=O)[O-])o1)Nc1ccc2c(c1)OC(F)(F)O2	6	-2	-1.6	5	-7	1	3	1	7	0
CCOC(=O)CC(=O)CSc1nc(-c2ccccc2)cc(-c2ccc(Cl)cc2)c1C#N	4	-26	0.8	4	24	-2	0	5	-6	-4
CCC(c1nnnn1-c1ccc2c(c1)OCCO2)N1CCN(C(C)=O)CC1 (configuration not stated)	-5	.	0.1	-4	5	-2	-1	0	2	4
CSc1ncccc1C(=O)Nc1ccc(C)cn1	11	2	1.2	6	-7	3	-3	-3	3	1
O=C(CSc1nc(-c2ccccc2)c(-c2ccccc2)o1)N1CCCCC1	-17	-36	-2.2	-2	7	-15	-2	3	-10	6
CCOC(=O)CC1C(=O)NC2CCCCC2N1C(=O)Nc1ccc(Cl)cc1 (configuration not stated)	-6	3	-1.7	-5	0	-1	1	-1	0	1
COc1ccc(CNc2oc(COc3ccccc3)nc2C#N)cc1	-5	-31	-1.0	-4	3	-19	-1	-4	5	2
CC(C)(C)C(=O)COC(=O)c1ccccc1O	-5	-8	1.1	1	-1	1	3	1	-4	-1
CC1(C)Oc2ccc3ccc(=O)oc3c2/C(=C/NNC(N)=S)C1=O	14	6	-6.4	8	-6	2	-1	7	8	6

High-throughput results from PubChem.

Only part of the results is shown, so the mix of outcomes need not match the whole.
